LDHA inh = qHTS assay for inhibitors of human lactate dehydrogenase | activity change, % (values are at about 110 or 230 µM) | actives 0.15% (n = 480,000) | AID 1347041, 2019 | L-lactate dehydrogenase A chain (Homo sapiens), P00338 | purified LDHA, NADH/diaphorase-resazurin fluorescence; hits give low values; in the data active = activity change below about -30%; inconclusive = mostly about -25% to -30%;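 note: plate controls were DMSO wells for no effect and wells without enzyme for full effect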
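Human LDH5 (2 nM) was incubated with 0.06 mM NADH and 0.2 mM pyruvate for 5 min at room temperature in Tris pH 7.4. Remaining NADH was coupled through diaphorase/resazurin, and resorufin fluorescence was read at 0 and 20 min.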
D2 ag = HTS Assay for Allosteric Agonists of the Human D2 Dopamine Receptor: Primary Screen for Agonists | HEK293 T-REx D2 cells, calcium flux agonist mode | actives 0.53% (n = 340,000) | activation, % at 2 µM | D(2) dopamine receptor (Homo sapiens), P14416;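 active = activation over 3 SD above normal in the single-dose calcium agonist read, cut at about 30% in these data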; note: 0% is about no effect
Target sequence (P14416 whole entry, looked up): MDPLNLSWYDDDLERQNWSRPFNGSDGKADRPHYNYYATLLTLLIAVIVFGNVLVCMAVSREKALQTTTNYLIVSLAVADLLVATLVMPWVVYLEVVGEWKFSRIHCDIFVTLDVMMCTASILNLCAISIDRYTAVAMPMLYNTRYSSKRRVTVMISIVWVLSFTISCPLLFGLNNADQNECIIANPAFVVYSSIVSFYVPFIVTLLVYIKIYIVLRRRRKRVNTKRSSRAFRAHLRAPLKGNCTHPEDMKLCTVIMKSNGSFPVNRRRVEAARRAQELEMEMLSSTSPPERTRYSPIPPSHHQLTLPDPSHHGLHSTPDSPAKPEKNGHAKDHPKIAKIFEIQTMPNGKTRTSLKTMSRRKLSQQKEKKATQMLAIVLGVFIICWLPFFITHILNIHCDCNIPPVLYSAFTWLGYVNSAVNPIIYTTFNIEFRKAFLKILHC
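Agonism is scored from calcium flux in a force-coupled, inducible HEK293 cell line expressing D2, read kinetically for 180 s after compound addition against dopamine controls.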
Vif-A3G inh = qHTS for Inhibitors of Vif-A3G Interactions: qHTS. AID 602310, 2012. HeLa A3G-eYFP + Vif (tagged APOBEC3G with the HIV-1 protein that degrades it), YFP fluorescence, overnight. DNA dC->dU-editing enzyme APOBEC-3G (Homo sapiens), Q9HC16. actives 0.076% (n = 410,000). Potency, µM (highest dose often 46.1 µM), inactives show at the highest dose activity, negative = active, usual class: inhibitors;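 note: potency is the fitted concentration of half-maximal effect; % is set by controls: 0 for no effect and ±100 for the full control effect; nearly all actives have a fitted effect of over 60% in size; hits raise eYFP signal because A3G escapes Vif-driven loss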
Target sequence (Q9HC16 whole entry, looked up): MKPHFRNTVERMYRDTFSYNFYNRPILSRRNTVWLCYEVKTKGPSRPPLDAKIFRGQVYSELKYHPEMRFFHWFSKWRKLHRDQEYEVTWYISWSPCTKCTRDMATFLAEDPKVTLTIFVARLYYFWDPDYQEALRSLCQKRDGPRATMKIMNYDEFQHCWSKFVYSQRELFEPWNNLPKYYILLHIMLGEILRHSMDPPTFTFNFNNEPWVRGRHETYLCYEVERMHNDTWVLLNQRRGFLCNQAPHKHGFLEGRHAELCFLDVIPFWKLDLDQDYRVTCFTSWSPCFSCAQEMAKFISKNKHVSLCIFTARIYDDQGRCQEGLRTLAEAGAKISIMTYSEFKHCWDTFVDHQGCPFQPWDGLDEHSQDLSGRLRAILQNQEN
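Read-out is eYFP fluorescence (Ex 488/Em 500-530) from Vif-expressing HeLa A3G-eYFP cells; more signal means A3G escaped Vif-mediated degradation. Cells plated overnight, compound pinned in, incubated overnight at 37 deg C.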
GRP78 ERSR act = qHTS for Inducers of the Endoplasmic Reticulum Stress Response (ERSR) in Human Glioma: qHTS; U87-MG GRP78 promoter luciferase reporter, 16 h; Potency, µM, for the others: at the highest dose activation, most hits filed as activators; actives 0.02% (n = 420,000); AID 602332, 2012; note: potency is the fitted concentration of half-maximal effect; series mostly up to about 76 µM; % of control where 0% means no effect; nearly all actives have a fitted effect of over 35% in size
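ERSR induction read as luciferase luminescence (Bright-Glo, 10 min at room temperature) in stably transfected human U87-MG glioma cells exposed to compounds for 16 h, using GRP78 as sensor.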
Vif-A3F inh = qHTS for Inhibitors of Vif-A3F Interactions: qHTS; HeLa A3F-eYFP + Vif (tagged APOBEC3F with the HIV-1 protein that degrades it), YFP fluorescence increase; Potency, µM (doses to about 46.1 µM), for the others: at the highest dose activity, negative = active; actives 0.2% (n = 390,000); AID 602313, 2012; note: potency is the fitted concentration of half-maximal effect; % of control where 0% means no effect; nearly all actives have a fitted effect of over 65% in size
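HeLa cells stably expressing A3F-eYFP plus Vif, plated and incubated overnight at 37 deg C, then exposed to compounds overnight at 37 deg C. Blocked degradation read as raised yellow fluorescence (Ex 488/Em 500-530).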
ALOX12 inh = Primary qHTS assay for inhibitors of human arachidonate 12S-lipoxygenase (ALOX12): Round 2. Polyunsaturated fatty acid lipoxygenase ALOX12 (Homo sapiens), P18054. purified 12hLO, xylenol orange hydroperoxide absorbance. Potency, µM (highest dose often 108 µM), for the others: top-dose activity change, negative = inhibition, most hits filed as inhibitors. actives 1.1% (n = 580,000); note: potency is the fitted concentration of half-maximal effect; % is set by controls: 0 for no effect and ±100 for the full control effect
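Purified human 12hLO at 150 nM in 25 mM Hepes, 0.01% Triton X-100, pH 7.0, preincubated 15 min at room temperature with compound. Reaction started with 40 uM arachidonic acid, 30 min at room temperature. Hydroperoxide measured by Fe-xylenol orange, 573/405 nm absorbance ratio.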
ERG Ets-DNA blk = qHTS for Small Molecule Inhibitors of the ERG Ets/DNA interaction; actives 0.028% (n = 370,000); fluorescence polarization, His-ERG Ets domain / labelled DNA; AID 624246, 2012; Potency, µM (highest dose often 76.9 µM), inactives show top-dose FP activity, negative = inhibition, most hits filed as inhibitors; Transcriptional regulator ERG (Homo sapiens), P11308; active = well fitted inhibition curve with a large enough effect in the polarisation, with a control signal flat; inconclusive = small, poorly fitted or top-dose-only effect, or effect the other way, or a change in a side signal; inactive = no such curve, though single readings can be large or run the other way; the % refers to the polarisation;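 note: polarization taken with two DNA probes labelled with fluorescein and Texas red; potency is the fitted concentration of half-maximal effect; % of control where 0% means no effect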
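His-tagged ERG Ets domain (1 uM in the protein solution; 300mM KCl, 50mM Tris-HCl, 1mM EDTA, 1mM DTT, pH 7.5) received compound, then a probe mix of 5 nM fluorescein-DNA and 100nM Texas-615-DNA. Fluorescence polarization was read for both dyes.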
D2 antagonist = HTS Assay for Allosteric Antagonists of the Human D2 Dopamine Receptor: Primary Screen for Antagonists | HEK293 TREx D2 cells, calcium flux, dopamine EC80 | inhibition, % at 10 µM | actives 2% (n = 340,000) | AID 485344, 2010; in the data active = inhibition above about 30%; note: 0% is about no effect
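Tetracycline-induced HEK293 TREx cells expressing D2 receptor forced-coupled to calcium signalling, loaded with no-wash calcium dye. Compounds added and calcium flux read 180 s, then dopamine added at EC80 and read a further 180 s.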
RGS4 inhibitor = Inhibitors of Regulator of G Protein Signaling (RGS) 4: qHTS | actives 0.039% (n = 390,000) | AID 504845, 2011 | Potency, µM (series often up to 114 µM), inactives show at the highest dose activity change, negative = inhibition, hits mostly inhibitors | Regulator of G-protein signaling 4 (Homo sapiens), P49798 | Transcreener GDP fluorescence polarization, RGS4-accelerated GTP hydrolysis; note: potency is the fitted concentration of half-maximal effect; % is set by controls: 0 for no effect and ±100 for the full control effect; nearly all actives have a fitted effect of over 75% in size; some results filed as inactive show a strong effect at the top dose
Target sequence (P49798 whole entry, looked up): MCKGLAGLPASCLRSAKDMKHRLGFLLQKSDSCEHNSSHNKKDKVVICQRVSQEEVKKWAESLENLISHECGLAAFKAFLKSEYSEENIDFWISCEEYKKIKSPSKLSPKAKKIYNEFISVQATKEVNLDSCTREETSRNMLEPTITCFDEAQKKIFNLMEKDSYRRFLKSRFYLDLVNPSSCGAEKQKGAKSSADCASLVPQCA
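MLSMR compounds (23 nl, pin-transferred) preincubated 10 min at room temperature with a 500nM (2x) first reagent, then RGS4 at 900nM (2x) plus Transcreener GDP mix added; fluorescence polarization (620/688 nm) read before and after 90 min at 30 °C.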
Numbers without * were called inactive; u = inconclusive; x = not tested or not shown; [ ] = dose if it differs, or a comment. Unless noted, calls come from the whole dose curve; as a rule, active = well fitted curve in the direction sought with a large enough effect; inconclusive = small, poorly fitted or top-dose-only effect, or another doubt; inactive = no such curve, though single readings can be large; an effect the other way counts as inactive or inconclusive. This is a subset, so the mix of outcomes need not match the whole.

1) O=C(NCc1cccc(Cl)c1)C1=CC=CN2CCS(=O)(=O)N=C12
2) COCCC(=O)N1CCc2c([nH]c3ccccc23)C1C(C)(C)C (configuration not stated)
3) CCCCc1ccc(NC(=S)N2CCN(C(=O)c3ccco3)CC2)cc1
4) C/C(=C1/SC(N2CCCC2)=NC1=O)c1ccc(Br)cc1
5) CC[C@H](C)C(N)c1cn([C@@H](CC(N)=O)C(=O)N2CCNCC2)nn1 (some centres not stated)
6) CC(C)C(=O)c1cn(CC(=O)NCC2CCCO2)c2ccccc12 (configuration not stated)
7) CCOc1cc(C(=O)O)cc(Cl)c1OCC#N
8) COC(=O)C(CO)Nc1ncnc2onc(-c3ccc(F)cc3)c12 (configuration not stated)
9) COc1cccc(C(=O)N2CCN(C3CCN(Cc4ccccc4)CC3)CC2)c1OC
10) S=C(Nc1ccc(Cl)cc1)Nc1ccc2c(c1)OCCO2

screen / no.,1,2,3,4,5,6,7,8,9,10
LDHA inh,0,-4,-1,-1,-2,-13,1,-1,u,2
D2 ag,0.3,-0.3,11,0.6,0.6,0.1,0.8,-0.8,0.7,1.1
Vif-A3G inh,1%,1%,-3%,1%,1%,0%,-2%,3%,3%,-1%
GRP78 ERSR act,-3%,-2%,-5%,2%,-5%,0%,-4%,-4%,-9%,7%
Vif-A3F inh,0%,5%,-1%,1%,1%,x,-12%,-17%,-3%,3%
ALOX12 inh,-7%,0%,u,52%[activator],3%,0%,-14%[57.4 µM],25%,-13%,u
ERG Ets-DNA blk,-8%,-1%,-1%,4%,-10%,-3%,x,-15%,-5%,3%
D2 antagonist,19,-12,-7,6,9,-5,-12,16,2,21
RGS4 inhibitor,-13%,-6%,-28%,-6%,-11%,38%,-12%,-17%,-7%,-11%

11) COc1ccc(N(Cc2cc3ccccc3[nH]c2=O)C(=O)C2CCCO2)cc1 (configuration not stated)
12) C#CCOCCOCCOCCNc1nc(N2CCOCC2)nc(N2CCN(C(=O)[C@H](Cc3ccc(O)cc3)n3cc([C@@H](N)C(C)CC)nn3)CC2)n1 (some centres not stated)
13) COc1ccc(NS(=O)(=O)c2cccc(C(=O)NNC(=O)CNC(=O)c3cccc(C)c3)c2)cc1
14) O=C(O)CN=C(NS(=O)(=O)c1ccc(Cl)cc1)c1ccccc1
15) CN(C)S(=O)(=O)c1cccc(COC(=O)CNC(=O)c2ccc(Br)o2)c1
16) Cc1ccccc1Cn1c(CCCNC(=O)C2CCCCC2)nc2ccccc21
17) O=S(=O)(Nc1cccc(-n2cnnn2)c1)c1ccc(F)cc1
18) S=c1[nH]nc(-c2cc(-c3ccccc3)n[nH]2)n1/N=C/c1c(Cl)cccc1Cl
19) O=C1CSC(=Nc2ccc(O)cc2)N1
20) O=C(c1ccc(Br)o1)N1CCN(Cc2ccc3c(c2)OCO3)CC1

screen / no.,11,12,13,14,15,16,17,18,19,20
LDHA inh,-8,3,-4,-2,-9,-1,-3,-19,1,1
D2 ag,-0.3,-0.5,0.1,0.3,0.4,1.0,0.0,1.3,0.5,70*
Vif-A3G inh,-6%,1%,-13%,-1%,1%,4%,-1%,-25%,-2%,1%
GRP78 ERSR act,0%,-1%,1%,-1%,-3%,-3%,-1%,18%,-8%,0%
Vif-A3F inh,7%,0%,-15%,5%,7%,-6%,0%,-1%,-19%,3%
ALOX12 inh,-25%,-3%,-16%,22%,-27%,-12%,-25%,u,0%,0%
ERG Ets-DNA blk,-2%,3%,9%,-2%,1%,-1%,12%,22%,25%,2%
D2 antagonist,13,8,-28,8,-10,x,-23,-3,-5,58*
RGS4 inhibitor,-37%,u,15%,10%,4%,7%,4%,u,27%,13%

21) Cc1ccc(-n2c(SCC(=O)Nc3ccc4c(c3)OCO4)nnc2-c2cccs2)cc1
22) Cn1cc(CN2CCc3c([nH]c4ccccc34)C2C(C)(C)C)cn1 (configuration not stated)
23) COc1ccccc1NC(=O)COC(=O)Cn1cnc2c1c(=O)n(C)c(=O)n2C
24) Cc1cccc(C(C(=O)NCc2ccc(F)cc2)N(C(=O)c2csnn2)C2CC2)c1 (configuration not stated)
25) C/C(=N\OC(=O)c1c(-c2ccccc2Cl)noc1C)c1ccncc1
26) CCc1ccc(NC(=O)N(Cc2ccc(C)cc2)Cc2cccn2-c2nnc(N3CCCC3=O)s2)cc1
27) Cc1ccc(CNC(=O)c2ccc(S(=O)(=O)Nc3c(C)n(C)n(-c4ccccc4)c3=O)cc2)cc1
28) CCOC(=O)N1CCC(N2C(=O)c3ccc(C(=O)Nc4ccc(F)cc4F)cc3C2=O)CC1
29) COc1ccc(C=NNC(=O)CCCC(=O)NN=Cc2ccc(OC)c(O)c2)cc1O
30) Cc1cccc(C)c1NC(=O)C1(N(Cc2ccco2)C(=O)c2ccccn2)CCCC1

screen / no.,21,22,23,24,25,26,27,28,29,30
LDHA inh,-6,-11,-1,-5,-10,-6,-5,-6,-2,-3
D2 ag,1.2,1.4,x,0.8,-0.1,0.0,0.0,0.0,x,0.2
Vif-A3G inh,-9%,-3%,-1%,0%,-1%,2%,1%,1%,-1%,1%
GRP78 ERSR act,-10%,-5%,-4%,-1%,-1%,1%,5%,-1%,-3%,-3%
Vif-A3F inh,2%,-23%,0%,0%,-15%,1%,3%,-7%,-2%,-8%
ALOX12 inh,u,-8%,413%[activator],-2%,4%,-17%,-9%,-12%,-15%,21%
ERG Ets-DNA blk,0%,1%,21%,1%,-5%,-1%,-3%,-7%,x,-4%
D2 antagonist,-13,9,x,-19,3,x,-13,-2,x,17
RGS4 inhibitor,-14%,16%,-20%,-2%,-18%,-6%,16%,-17%,-34%,-11%

Record cards (already shown):
Shown for CCc1ccc(NC(=O)N(Cc2ccc(C)cc2)Cc2cccn2-c2nnc(N3CCCC3=O)s2)cc1 → LDHA inh: -6; D2 ag: 0.0; Vif-A3G inh: 2%; GRP78 ERSR act: 1%; Vif-A3F inh: 1%; ALOX12 inh: -17%; ERG Ets-DNA blk: -1%; D2 antagonist: x; RGS4 inhibitor: -6%
Shown for Cc1cccc(C)c1NC(=O)C1(N(Cc2ccco2)C(=O)c2ccccn2)CCCC1 → LDHA inh: -3; D2 ag: 0.2; Vif-A3G inh: 1%; GRP78 ERSR act: -3%; Vif-A3F inh: -8%; ALOX12 inh: 21%; ERG Ets-DNA blk: -4%; D2 antagonist: 17; RGS4 inhibitor: -11%
Shown for Cn1cc(CN2CCc3c([nH]c4ccccc34)C2C(C)(C)C)cn1 (configuration not stated) → LDHA inh: -11; D2 ag: 1.4; Vif-A3G inh: -3%; GRP78 ERSR act: -5%; Vif-A3F inh: -23%; ALOX12 inh: -8%; ERG Ets-DNA blk: 1%; D2 antagonist: 9; RGS4 inhibitor: 16%

Later entries:
31) COc1cc2c(cc1OC)C(c1ccc(SC)cc1)CC(=O)N2 (configuration not stated)
32) CN1OC[C@@H]2CN3C(=O)N(c4ccccc4)c4ccccc4[C@@H]3C[C@@H]21
33) Cc1nn(C(C)C(=O)NCc2cccc(F)c2)c(=O)c2c1sc1ccccc12 (configuration not stated)
34) COc1ccc(NC(=S)c2ccncc2)cc1
35) COc1ccc(S(=O)(=O)N2CCOC2CNC(=O)C(=O)NCCc2ccc(S(N)(=O)=O)cc2)cc1 (configuration not stated)
36) CC1=CCC2C(=O)N(c3cccc(C(=O)Nc4ccccc4Cl)c3)C(=O)C2C1 (configuration not stated)
37) Cc1cccc(N2CC(O)(c3cccs3)[N+]3=C2CCCCC3)c1 (configuration not stated)
38) O=C(Cn1cnc2ccccc2c1=O)Nc1ccc(N2CCOCC2)cc1

screen / no.,31,32,33,34,35,36,37,38
LDHA inh,-11,-14,-6,1,-10,-4,-8,-2
D2 ag,-0.1,x,-0.4,0.0,0.9,-1.0,1.2,0.2
Vif-A3G inh,7%,3%,2%,0%,0%,3%,1%,-2%
GRP78 ERSR act,-3%,-5%,-5%,-5%,0%,0%,-4%,0%
Vif-A3F inh,-1%,x,1%,5%,2%,-9%,1%,5%
ALOX12 inh,14%,4%,0%,-13%,7%,0%,-8%,-3%
ERG Ets-DNA blk,9%,x,0%,x,-10%,6%,7%,-1%
D2 antagonist,-2,x,x,0,14,0,-5,-5
RGS4 inhibitor,3%,x,-4%,-33%,-8%,-24%,33%,25%
